Compound activity: PubChem BioAssay, several laboratories
STEP block: inhibitors of human striatal-enriched phosphatase STEP | recombinant STEP, OMFP fluorogenic substrate, fluorescence | inhibition, % at 20 µM | actives 0.25% (n = 360,000);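 active means inhibition at 20 µM, scaled per plate between control wells, above about 37%, limit read from the data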;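 further: 0% = DMSO with enzyme and substrate and 100% = substrate only without enzyme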
Target sequence (P54829 whole entry, looked up): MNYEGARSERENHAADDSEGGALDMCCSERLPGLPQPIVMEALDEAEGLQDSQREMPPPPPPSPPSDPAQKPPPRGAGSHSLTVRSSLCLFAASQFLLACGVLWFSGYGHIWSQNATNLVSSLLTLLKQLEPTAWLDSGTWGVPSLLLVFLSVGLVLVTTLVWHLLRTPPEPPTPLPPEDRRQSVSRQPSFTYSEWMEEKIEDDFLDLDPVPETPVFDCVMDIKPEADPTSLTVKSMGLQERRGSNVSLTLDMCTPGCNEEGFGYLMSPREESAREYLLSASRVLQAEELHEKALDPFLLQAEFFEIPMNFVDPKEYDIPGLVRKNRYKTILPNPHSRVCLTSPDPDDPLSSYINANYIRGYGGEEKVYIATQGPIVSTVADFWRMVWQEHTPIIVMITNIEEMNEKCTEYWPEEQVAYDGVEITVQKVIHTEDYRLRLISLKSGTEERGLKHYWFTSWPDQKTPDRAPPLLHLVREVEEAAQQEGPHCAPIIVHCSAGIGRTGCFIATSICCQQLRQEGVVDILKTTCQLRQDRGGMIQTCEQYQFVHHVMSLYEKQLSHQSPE
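System: STEP (striatal-enriched tyrosine phosphatase) enzyme, cell-free; medium: Bis-Tris pH 6.0 buffer with DTT, detergent; dosing: 20 µM, 1% DMSO; times: reaction 20 min, ambient temperature; detection: fluorescence, 480/540 nm; read-out basis: normalized % inhibition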
MsrA act: activators of bovine methionine sulfoxide reductase A | activation, % at 10.6 µM | purified bovine MsrA, absorbance read-out | actives 0.3% (n = 360,000); in the data active means activation above about 7.5%;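 further: 0% = vehicle and 100% = reference activator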
MsrA inhibitor: bovine MsrA inhibition. AID 651718. purified bovine MsrA, absorbance read-out. actives 0.75% (n = 360,000). inhibition, % at 15.5 µM; in the data active means inhibition above about 4.5%;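 further: 0% = vehicle wells with enzyme and 100% = reference inhibitor wells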
LMPTP inh: blocks human LMPTP phosphatase; P24666; recombinant LMPTP-A, OMFP fluorogenic substrate, fluorescence intensity; inhibition, % at 20 µM; actives 0.22% (n = 360,000); AID 651560;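 active means compounds that cut the enzyme signal by at least half of the control window in the single-dose screen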;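 further: plate controls were DMSO wells with enzyme plus substrate for no effect and substrate without enzyme for full effect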
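Buffer or medium: Bis-Tris pH 6.0, DTT, detergent; Assay system: LMPTP-A enzyme; Quantity: 0.625 nM enzyme; Detection: endpoint fluorescence intensity; Times: 50 min dark incubation at room temperature; Controls: substrate-only low control, DMSO enzyme-plus-substrate high control; Doses: single 20 µM dose; Read-out: percent inhibition versus substrate-only and uninhibited controls; Reagent: 400 µM OMFP.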
eLon inh: inhibits E. coli Lon protease | purified E. coli Lon protease, fluorescence polarization | inhibition, % at 7.94 µM | actives 0.42% (n = 360,000); in the data active means inhibition above about 13%, passing the limit was not always enough;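 further: 0% = enzyme with probe and DMSO and 100% = no enzyme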
Scp1 inh: blocks human Scp-1 phosphatase activity | Q9GZU7 | Recombinant Scp1, phosphopeptide, malachite green phosphate absorbance | inhibition, % at 20 µM | actives 0.88% (n = 340,000);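 active means inhibition above about 50% at 20 µM, limit read from the data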;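 further: plate controls were DMSO wells with enzyme for no effect and wells lacking enzyme for full effect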
Target sequence (Q9GZU7 76-261 limits assumed): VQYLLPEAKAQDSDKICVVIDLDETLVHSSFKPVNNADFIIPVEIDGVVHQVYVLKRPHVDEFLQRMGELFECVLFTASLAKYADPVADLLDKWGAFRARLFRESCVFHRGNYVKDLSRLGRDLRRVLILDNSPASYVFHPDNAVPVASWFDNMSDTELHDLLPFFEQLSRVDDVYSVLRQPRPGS
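Test system – truncated SCP-1 phosphatase (76-261aa) · Reagent – Phosphorylated 17-residue peptide substrate · Incubation – 45 min room-temperature reaction, 5 min colour, 30 min stabiliser · Detection – colorimetric phosphate reagent with accelerator and stabiliser, absorbance at 630 nm · Measure – % inhibition at 20 µM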
DNMT1 block: DNMT1 (human) enzyme inhibition. actives 0.83% (n = 360,000). AID 588458. inhibition (reported as % activation of signal), % at 10 µM. P26358. DNMT1 molecular beacon, Hinp1I cleavage, fluorescence; in the data active means inhibition above about 50%
NRP1-CendR mod: modulators of CendR peptide binding to human neuropilin-1; O14786; FAM-RPARPAR peptide binding to NRP-1, fluorescence polarization; inhibition, % at 25 µM; actives 0.85% (n = 360,000); AID 602438;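 active means inhibition or corrected inhibition above about 18%, plus a signal ratio from 0.5 to 1.5, limit read from the data, passing the limit was not always enough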; further: strong numbers were not always called active
Tb MetRS inh: blocks T. brucei methionyl-tRNA synthetase activity | inhibition, % at 11.9 µM | actives 0.4% (n = 360,000) | AID 624268 | purified T. brucei MetRS, ATP depletion, Kinase-Glo luminescence;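 active means inhibition above a per-plate cutoff of the control wells' mean inhibition plus 3 SD, cut at about 5.5% in these data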;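 further: 0% = DMSO wells median and 100% = median of wells with control inhibitor compound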
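System: purified T. brucei MetRS enzyme / Detection: Kinase-Glo luciferase luminescence reporting remaining unconsumed ATP / Medium: HEPES buffer with MgCl2, KCl, DTT, spermine, BSA, pyrophosphatase / Replication: singlicate, one well per compound / Evaluation: percent inhibition relative to median high and low control wells / Schedule: 2 h aminoacylation at 25 °C after 15 min preincubation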
SUMO1-SIM PPI: alters human SUMO1 binding to SIM partners | P63165 | SUMO1 binding to a labelled peptide, TR-FRET, 1 h | inhibition, % at 20 µM | actives 0.33% (n = 360,000) | AID 602429; in the data active means inhibition above about 37%
Target sequence (P63165 whole entry, looked up): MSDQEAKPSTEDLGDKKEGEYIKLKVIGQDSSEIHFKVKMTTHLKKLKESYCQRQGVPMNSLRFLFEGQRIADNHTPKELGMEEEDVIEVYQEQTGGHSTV
* hit, by the source's call; / = no result given. Not a hit list (roughly 4.3% active in at least one column).

SMILES	STEP block	MsrA act	MsrA inhibitor	LMPTP inh	eLon inh	Scp1 inh	DNMT1 block	NRP1-CendR mod	Tb MetRS inh	SUMO1-SIM PPI
COC(=O)c1c(NS(=O)(=O)Cc2ccccc2)sc2c1CCCC2	4	1	0.1	0.5	6	-12	0	-1	0.1	5
COc1ccc(C)cc1S(=O)(=O)NC(C)C(=O)Nc1ccc2c(c1)OCO2 (centres undefined)	11	-1	1.6	1.1	-5	-5	-9	7	-0.5	-2
Cc1ccc(NC(=O)CN2C(=O)NC3(CCCc4ccccc43)C2=O)c(Cl)c1 (centres undefined)	2	-3	-0.2	0.4	-1	-10	-4	-1	-0.1	4
CCOC(=O)c1ccccc1NC(=O)COC(=O)CN1C(=O)C2CC=CCC2C1=O (centres undefined)	-4	-2	0.0	-0.6	-10	-5	-2	-9	-0.5	-4
CC(C)(C)c1ccc(OCC(=O)Nc2ccc3c4c(cccc24)C(=O)NC3=O)cc1	-4	-2	1.2	-2.6	18	-12	6	8	-0.4	-3
Cc1ccccc1OCC(=O)NS(=O)(=O)c1ccc(Cl)cc1	0	-6	1.5	-0.8	-11	-9	2	-11	-0.4	-7
NS(=O)(=O)c1ccc(NC(=O)COC(=O)C2(c3ccccc3F)CCCC2)cc1	-6	-13	0.3	-1.2	-1	-1	-3	8	-1.5	-1
COC(=O)c1cc(NC(=O)c2ccc(F)cc2)cc(C(=O)OC)c1	0	-3	0.4	-2.1	-2	-7	1	8	0.1	-2
Cc1cc(C)c(NC(=O)CNC(=O)c2ccccc2OCc2c(C)noc2C)c(C)c1	0	-3	-0.6	-0.1	1	-2	-2	1	-0.2	-5
O=C(Nc1ccccc1N1CCN(C(=O)c2ccccc2)CC1)c1ccco1	2	1	0.2	0.2	5	-3	2	3	0.8	2
O=C(NC1CCCCC1)c1ccc(S(=O)(=O)N2CCCCC2)cc1	1	-2	0.8	-0.8	6	-6	3	1	-0.6	-3
O=C(Cn1nnc(-c2ccccc2F)n1)NCCc1ccccc1	-1	-2	-1.4	0.2	-11	-9	1	-4	0.5	-8
Cc1ccc2nc3c(c(C(=O)OCC(=O)N(C)C4CCS(=O)(=O)C4)c2c1)CCCC3 (centres undefined)	-3	-4	0.9	0.0	-4	-1	-1	-2	0.6	-3
COc1ccc(S(=O)(=O)N2CCCC2CNC(=O)C(=O)NC2CCCC2)cc1 (centres undefined)	-2	-1	-0.4	0.6	-1	/	4	3	-0.2	-1
Cc1onc(-c2c(Cl)cccc2Cl)c1C(=O)NCC1CCCO1 (centres undefined)	0	-2	-0.5	-1.8	-10	-8	8	-12	0.3	1
CCc1ccccc1NC(=S)N(CCN(C)C)Cc1cccs1	0	-2	-1.6	-2.7	0	3	1	-12	-0.5	1
CCn1c(SCC(=O)Nc2ccc(C)cc2)nc2nc3c(cc2c1=O)COC(C)(C)C3	-1	-12	1.4	0.5	5	-4	-7	-4	-1.2	7
CC1=NN(C(C#N)c2c(C)nn(Cc3ccccc3)c2C)C(C)(C)C1 (centres undefined)	-2	-5	-0.8	-2.3	-7	-6	-1	-5	-0.3	11
Cc1cc(/C=C(\C#N)C(=O)NCc2ccco2)c(C)n1C1CCCC1	4	-2	0.8	-0.4	1	3	-3	-11	0.1	-14
CSC1=NN(c2ccccc2)CN(c2ccccc2)N1C	3	1	0.3	1.0	-3	/	-6	-4	0.3	5
COc1ccccc1C(=O)NCCC(=O)NCC(c1ccco1)N1CCCCC1 (centres undefined)	-3	-2	0.1	-9.0	-5	-8	1	-7	-0.6	-7
Cc1ccccc1Oc1ccc2c(c1)[C@@H]1C[C@H](N(C)C(=O)c3ccc(C#N)cc3)[C@H]([C@H](C)O)C(=O)N1CC2	2	0	-1.1	0.0	4	-12	-1	12	0.7	1
O=C(c1ccc(Cl)cc1)N1CCN(C(=O)C2CCCCC2)CC1	-2	-6	0.8	-0.4	2	-7	0	12	-0.6	-1
Cc1ccc(N2CC(C(=O)Nc3ccc(S(=O)(=O)Nc4nccs4)cc3)CC2=O)cc1C (centres undefined)	-2	-10	0.0	0.8	0	-2	-1	-11	-0.5	6
Cc1ccc(NC(=S)NCCc2ccc(Cl)cc2)c(C)c1	1	3	1.6	3.5	-2	-5	2	-6	-0.3	-2
COc1ccc(C(=O)C2CCN(C(=O)c3ccc(F)cc3)CC2)cc1	-3	-2	-0.7	0.0	3	-14	-2	4	-1.1	-2
NCC/C=C1/c2ccccc2CSc2ccccc21	-7	-2	-0.8	0.7	-3	9	2	15	-0.5	2
CCOCCCNCc1ccc(OCCC(C)C)c(OC)c1	-4	-4	-1.0	-1.3	-6	-3	1	-4	-0.2	1
O=C(NC1=NCCS1)c1ccc(C(F)(F)F)cc1	-1	0	0.7	-0.1	5	-10	3	2	-0.8	-3
CC(=O)c1ccc(N2CCN(S(=O)(=O)c3ccc(-c4cnc(C5CC5)o4)cc3)CC2)cc1	5	-3	/	4.5	1	-1	42	-3	-0.1	-14
C=C(C)COc1ccc(-c2[nH]ncc2Oc2ccc(OC)cc2)c(O)c1	6	-2	-0.9	5.7	-6	-14	-11	6	-0.3	0
CC(=O)N1C[C@H]2CON(C)[C@H]2C[C@H]1c1cccc(N2CCOCC2)c1	2	-12	0.3	0.5	-4	/	0	-4	-2.4	3
O=C(NC1CC1)C1=C[C@H](c2coc3ccccc3c2=O)C[C@H](OCc2ccc(CO)cc2)O1	2	-3	0.0	-1.4	1	-6	0	-7	-0.3	-2
CS(=O)(=O)N(CCc1ccccc1)CC(=O)NCc1ccccc1Cl	2	-3	-0.3	-1.4	-1	-5	-2	-2	0.5	3
CC(=O)Nc1cccc(NC(=O)CSc2nnc3ccc(-c4cccnc4)nn23)c1	1	-12	0.4	1.8	-4	3	5	0	-0.7	-14
Cc1ccc(-n2ncc3c2CC(C)(C)CC3NC(=O)c2c(C)noc2C)cc1 (centres undefined)	-2	-8	-1.3	0.1	6	7	-1	5	-0.7	-3
CC(C)(CNS(=O)(=O)c1ccc2ccccc2c1)N1CCOCC1	-2	-1	-0.1	1.3	1	-2	4	8	-0.4	3
CC(=O)Nc1ccc(NC(=O)C2CCCN2/C=C/C(=O)C(F)(F)F)cc1 (centres undefined)	1	-4	4.1	-0.6	-5	2	1	-8	-0.3	-5
CCCC[C@H]1COCCS(=O)(=O)N1Cc1cccc([N+](=O)[O-])c1	3	-4	-0.6	-1.3	-5	-11	-1	11	-0.1	-19
O=C(N/N=C/c1ccccn1)c1cccc(NC(=O)c2ccccc2Cl)c1	0	-2	-1.4	-0.3	7	-16	0	5	-0.6	-7
O=C(O)C1CCN(C(=O)COc2ccc3c4c(c(=O)oc3c2)CCCC4)CC1	-2	-6	0.5	-1.3	-6	10	0	15	-1.5	13
O=C(O)c1c(Cl)c(Cl)c(Cl)c(Cl)c1C(=O)OCC1CCCO1 (centres undefined)	2	-1	-1.1	-0.4	-2	/	3	8	-0.1	12
CCCn1c(C(O)c2ccc(OCC)cc2)nc2ccccc21 (centres undefined)	3	0	-0.1	0.4	-2	-9	9	5	0.2	-2
CCOC(=O)CCS(=O)(=O)c1ccc(-c2ccc(S(=O)(=O)CCC(=O)OCC)cc2)cc1	10	-3	-0.4	-1.6	-5	-4	4	-7	0.0	-2
NNc1nc2sc3c(c2c(=O)n1C1CCCCC1)CCN(Cc1ccccc1)C3	-4	-2	-0.3	-2.1	4	-7	0	4	-0.1	0
COc1ccc(N2CCN(Cc3cc(=O)c(OCC(=O)NC4CCCC4)co3)CC2)cc1	-3	-4	-0.6	-0.5	-5	-2	3	6	-0.3	0
CC1=CC(=O)C=C(C)C1=NOS(=O)(=O)c1ccccc1	-3	0	-0.2	-0.9	0	-7	5	8	-0.5	-4
Nc1ccc(S(=O)(=O)Nc2cnc3c(Cl)cccc3n2)cc1	-2	-1	1.9	-2.8	-1	-2	2	4	-0.3	-13
COc1ccc(C(CNC(=O)c2cccc(S(=O)(=O)Nc3ccc(F)cc3)c2)N2CCCCC2)cc1 (centres undefined)	-4	-4	-0.4	-0.3	-21	-5	-5	7	-0.3	2
Cc1cc(N2CCN(c3ncccn3)CC2)nc2c(C)cccc12	2	-2	-0.3	2.9	-6	-19	1	5	-0.4	2

Additional records follow:
SMILES	STEP block	MsrA act	MsrA inhibitor	LMPTP inh	eLon inh	Scp1 inh	DNMT1 block	NRP1-CendR mod	Tb MetRS inh	SUMO1-SIM PPI
CCCCC(=O)N(C)c1c(CC)nc2c(OCc3cc(Cl)cc(Cl)c3)cccn12	2	-1	1.0	5.0	0	/	6	-2	1.2	4
C=CCSc1nnc(NC(=O)c2ccc(N3CCCC3=O)cc2)s1	-1	0	-0.6	-0.9	-9	-7	-1	-12	-0.1	3
O=C(C1CCCCC1)N(Cc1nc2sc3c(c2c(=O)[nH]1)CCCC3)Cc1cccs1	13	-3	-0.8	2.9	-8	-10	-5	8	-0.2	2
C=CCc1ccc(OCC(O)CN2CCc3ccccc3C2)c(OC)c1 (centres undefined)	-1	-7	1.3	-1.9	-5	3	0	4	-1.4	4
CCn1c(-c2cc3ccccc3cc2O)n[nH]c1=S	-2	-7	-0.2	-1.4	-6	5	-2	3	-1.1	-9
COC(=O)CNC(=O)C(NC(=O)c1ccc(Cl)cc1)C(C)C (centres undefined)	-1	0	0.7	0.4	2	5	3	7	-0.3	-1
CC(C)(C)OC(=O)N1CCC(c2c(C(=O)NC3CC3)cnn2-c2ccccc2)CC1	-1	-4	0.2	-1.3	2	-6	0	16	-0.1	4
